TCR-CD3 inh = human TCR-CD3 binding inhibition. actives 0.37% (n = 360,000). inhibition, % at 9.4 µM. TAMRA-labeled TCR probe fluorescence, biochemical; in the data active = inhibition above about 19%;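 note: recombinant mutant TCR 2C K166C tagged with TAMRA read by polarization; 0% = receptor in buffer alone and 100% = receptor with positive control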
HTRA1 inhibitor = blocks human HTRA1 serine peptidase. Q92743. recombinant HTRA1, FP-rhodamine activity-based probe, fluorescence polarization. inhibition, % at 5.96 µM. actives 0.5% (n = 340,000). AID 504803; in the data active = inhibition above about 36%;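 note: 0% = enzyme with DMSO and 100% = wells lacking enzyme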
UHRF1 binding = human UHRF1 methylated DNA binding inhibitors | UHRF1 binding to methylated oligo, TR-FRET | inhibition, % at 4.4 µM | actives 0.75% (n = 370,000); in the data active = inhibition above about 21%;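 note: UHRF1 SRA domain binding a hemimethylated CpG hairpin DNA probe; 0% = median of test compound wells and 100% = reference inhibitor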
Target sequence (Q96T88 whole entry, looked up, the tested form may be a part): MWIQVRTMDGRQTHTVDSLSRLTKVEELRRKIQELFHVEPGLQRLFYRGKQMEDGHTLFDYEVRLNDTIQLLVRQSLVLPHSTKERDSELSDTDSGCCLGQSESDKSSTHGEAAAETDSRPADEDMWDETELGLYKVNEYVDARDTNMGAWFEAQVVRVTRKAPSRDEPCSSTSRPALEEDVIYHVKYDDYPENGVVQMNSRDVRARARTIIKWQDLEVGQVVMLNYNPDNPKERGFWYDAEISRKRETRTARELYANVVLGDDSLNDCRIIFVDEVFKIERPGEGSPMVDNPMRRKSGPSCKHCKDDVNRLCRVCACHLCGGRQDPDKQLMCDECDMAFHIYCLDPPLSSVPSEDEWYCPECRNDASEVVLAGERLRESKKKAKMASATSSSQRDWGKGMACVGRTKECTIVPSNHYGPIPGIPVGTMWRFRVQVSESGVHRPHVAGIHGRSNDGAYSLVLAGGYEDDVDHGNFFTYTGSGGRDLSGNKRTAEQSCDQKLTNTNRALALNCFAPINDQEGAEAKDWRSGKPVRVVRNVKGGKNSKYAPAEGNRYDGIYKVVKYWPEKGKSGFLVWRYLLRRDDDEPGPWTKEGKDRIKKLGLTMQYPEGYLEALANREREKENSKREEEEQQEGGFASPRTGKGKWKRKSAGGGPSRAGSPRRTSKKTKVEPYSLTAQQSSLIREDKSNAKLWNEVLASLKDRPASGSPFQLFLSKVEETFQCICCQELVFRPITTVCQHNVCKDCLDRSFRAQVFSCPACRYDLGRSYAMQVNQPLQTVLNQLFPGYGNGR
PRMT1 inh = inhibitors of human PRMT1; inhibition, % at 2.79 µM; recombinant PRMT1, activity-based probe fluorescence polarization; actives 1.3% (n = 370,000); Q99873;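 active = inhibition above about 21% made by adding two undisclosed values, limit read from the data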
mABHD4 FP = ABHD4 (mouse) inhibition, primary FP screen | Q8VD66 | purified mABHD4, FP-Rh probe fluorescence polarization | inhibition, % at 8.92 µM | actives 0.54% (n = 370,000);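 active = inhibition exceeding the mean over every tested compound plus 3 SD, cut at about 30% in these data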;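 note: 0% = plate median of compound wells and 100% = S159A mutant with DMSO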
Target sequence (Q8VD66 whole entry, looked up): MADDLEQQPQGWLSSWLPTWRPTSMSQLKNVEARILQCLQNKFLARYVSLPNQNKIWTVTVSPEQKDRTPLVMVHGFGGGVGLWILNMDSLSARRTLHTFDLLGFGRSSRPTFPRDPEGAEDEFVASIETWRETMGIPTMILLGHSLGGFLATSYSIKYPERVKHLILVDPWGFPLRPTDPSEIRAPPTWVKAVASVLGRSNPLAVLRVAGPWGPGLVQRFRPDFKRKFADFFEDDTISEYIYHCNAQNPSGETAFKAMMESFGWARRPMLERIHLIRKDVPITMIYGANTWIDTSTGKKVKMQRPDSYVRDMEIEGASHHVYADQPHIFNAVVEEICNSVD
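Assay system: mABHD4 protein; medium: HEPES pH 7.0, NaCl, Pluronic buffer; dosing: 8.92 µM, single dose; schedule: 45 min + 60 min at 25 °C; signal: FP readout, ex 525 nm / em 598 nm; read-out: normalized percent inhibition of probe labeling; repeats: single replicate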
PG9 binder = binds the HIV-1 gp120 antibody PG9; TR-FRET gp120-PG9 antibody binding; inhibition, % at 6.7 µM; actives 0.43% (n = 360,000); in the data active = inhibition above about 8.5%
LEDGF integ inh = blocks HIV-1 LEDGF/p75-dependent DNA integration. TR-FRET IN-LEDGF/p75 DNA integration, Eu/Cy5. actives 0.64% (n = 370,000). inhibition, % at 3.7 µM;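 active = inhibition above the screen-wide mean plus 3 SD, cut at about 13% in these data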;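 note: signal is the Cy5 over europium emission ratio at 671 and 618 nm; 0% = plate median of compound wells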
Tn7 DDE FP = inhibitors of Tn7 peptide binding to human fibrin DD(E); FP displacement of FITC-Tn7 peptide from fibrin DD(E); 0% = median of compound wells per plate; inhibition, % at 8.3 µM; actives 0.13% (n = 370,000);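 active = inhibition above the mean of compounds falling within the control limits plus 3 SD of them, cut at about 14% in these data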;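 note: 0% = plate median of compound wells and 100% = 10 µM Aha-Tn7 peptide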
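Assay system: Fibrin-DD(E) protein isolated from polymerized human fibrin clots; read-out basis: percent inhibition; medium: Tris/NaCl/CaCl2 buffer, pH 7.8; signal: FP measurement; incubation: 10 min plus 3 h, room temperature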
SIAE primary = inhibitors of human sialic acid acetylesterase SIAE | Q9HAT2 | SIAE FP-Rh probe binding, fluorescence polarization | inhibition, % at 9.66 µM | actives 0.69% (n = 370,000) | AID 1053197;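 active = inhibition above a cutoff: mean of compounds within the control limits plus 3 SD of those, cut at about 17% in these data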;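 note: 0% = plate median of compound wells and 100% = probe without SIAE protein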
TDP2 absorb = TDP2 (human) inhibition, absorbance primary screen; recombinant TDP2, T5PNP hydrolysis, p-nitrophenol absorbance 415 nm; actives 0.34% (n = 370,000); O95551; inhibition, % at 12.8 µM;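 active = inhibition above the mean of all tested compounds plus 3 SD, set per campaign, cut at about 25% in these data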;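 note: 0% = DMSO with enzyme and 100% = buffer with substrate but no TDP2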
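Assay system: Recombinant human TDP2 | Quantity: 120 nM TDP2 per well | Incubation: 2 h at 37 °C | Signal: Epi absorbance | Evaluation: Percent inhibition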
Numbers without * were called inactive; · = not tested or not shown.

Screens in order: TCR-CD3 inh	HTRA1 inhibitor	UHRF1 binding	PRMT1 inh	mABHD4 FP	PG9 binder	LEDGF integ inh	Tn7 DDE FP	SIAE primary	TDP2 absorb
> CCC1(CC)NC(=O)N(CC(=O)OCC(=O)c2cc(C)c(C)cc2C)C1=O
→ 8	-6	-3	-1	-1	-0.1	-2	0	-2	-1
> O=C(Nc1c2c(nn1-c1ccc(F)cc1)CS(=O)(=O)C2)c1ccc(S(=O)(=O)N2CCOCC2)cc1
→ -10	6	3	-4	0	-0.9	0	-1	8	-9
> CC(C)N(C)S(=O)(=O)c1ccc(NC(=O)C2=COCCO2)cc1
→ 4	0	0	3	-2	1.4	-1	5	-4	2
> O=C(OCc1ccccc1)N1CCC2CC1c1ccc(-c3cccc(F)c3)cc12 (configuration not stated)
→ 0	·	0	2	1	-1.3	-4	1	-3	2
> CCCCNC(=O)C1(C)CCCCN1C(=O)c1sccc1C (configuration not stated)
→ 3	·	2	-1	-1	0.5	0	-7	2	5
> Cc1ccc(/C=C2/NC(=O)N(c3ccccc3)C2=O)o1
→ 2	2	0	60*	8	0.9	0	-1	2	8
> CC(=O)c1cccc(NCC(=O)Nc2cc(S(=O)(=O)N3CCCCC3)ccc2C)c1
→ 0	-18	0	-2	0	-1.0	6	-4	-4	3
> O=C(CC1C(=O)NCCN1Cc1ccccc1C(F)(F)F)NC1CCCCCC1 (configuration not stated)
→ 7	-8	0	2	1	-2.8	3	8	5	7
> CCCC(CCC(=O)Nc1ccc(C(=O)OC)cc1)C(=O)O (configuration not stated)
→ 10	-2	-2	0	6	-1.7	-3	4	4	4
> Cc1ccc2c(c1)[C@H]1[C@H](CO2)[C@H](c2ccccc2)[C@]2(C)C(=O)Nc3ccc(Br)cc3C(=O)N12
→ 10	-68	-2	0	-63	-0.6	0	1	-66	4
> CCOC(=O)N(C)C[C@H]1OCc2cnnn2CCCC(=O)N([C@H](C)CO)C[C@@H]1C
→ -10	·	2	4	-3	-0.6	-2	7	7	7
> O=S(=O)(Nc1ccc(-c2csc(-c3ccccc3)n2)cc1)c1ccccc1
→ -2	-78	4	3	-71	-2.1	-4	0	-98	-6
> COc1ccc(Cc2c(-c3ccccc3)nc3ccc(Br)cn23)c(C)c1
→ -5	·	15	2	0	-0.6	1	3	-3	-4
> CC(=O)O[C@H]1[C@@H](O)[C@H](O)[C@H](Oc2c(O)c(C)c3c4c2[C@@H](C)CC[C@@H]4[C@@H](C)C[C@@H]3C=C(C)C)O[C@H]1C
→ -1	·	-1	1	6	0.1	3	3	6	-8
> C/C(COc1ccccc1)=N\NC(=O)c1nnn(-c2nonc2N)c1CSc1ccccc1
→ 9	-8	-1	5	-4	-2.1	-5	-1	3	2
> O=c1ccc(-c2ccc(S(=O)(=O)Nc3ccc(F)cc3)s2)n[nH]1
→ 0	0	-2	1	0	0.4	-2	6	-2	-4
> CC(C)C(C)(C#N)NC(=O)CSc1nc2scc(-c3ccc(F)cc3)c2c(=O)n1Cc1ccccc1 (configuration not stated)
→ 6	-53	-1	0	-22	-0.8	0	7	-7	4
> CCC(CO)Oc1cc(NC(=O)c2ccc(OC)cc2)c2ncn(C(C)C)c2c1 (configuration not stated)
→ 11	15	3	5	5	-1.1	4	5	3	20
> Cn1nc(C(=O)OCC(=O)Nc2ccc(C(N)=O)cc2)c2ccccc2c1=O
→ 3	5	4	-2	-3	0.2	3	-6	-1	-2
> O=C(NC(=S)NC1CCSC1=O)c1ccc([N+](=O)[O-])cc1 (configuration not stated)
→ 3	6	-4	10	2	0.9	3	-8	7	-1

Sorted by value in HTRA1 inhibitor (smallest number first): three from the list above
| canonical_smiles | TCR-CD3 inh | HTRA1 inhibitor | UHRF1 binding | PRMT1 inh | PG9 binder | LEDGF integ inh | Tn7 DDE FP | SIAE primary | TDP2 absorb |
| --- | --- | --- | --- | --- | --- | --- | --- | --- | --- |
| CCC1(CC)NC(=O)N(CC(=O)OCC(=O)c2cc(C)c(C)cc2C)C1=O | 8 | -6 | -3 | -1 | -0.1 | -2 | 0 | -2 | -1 |
| Cn1nc(C(=O)OCC(=O)Nc2ccc(C(N)=O)cc2)c2ccccc2c1=O | 3 | 5 | 4 | -2 | 0.2 | 3 | -6 | -1 | -2 |
| CCC(CO)Oc1cc(NC(=O)c2ccc(OC)cc2)c2ncn(C(C)C)c2c1 (configuration not stated) | 11 | 15 | 3 | 5 | -1.1 | 4 | 5 | 3 | 20 |

(next part)
Screens in order: TCR-CD3 inh	HTRA1 inhibitor	UHRF1 binding	PRMT1 inh	mABHD4 FP	PG9 binder	LEDGF integ inh	Tn7 DDE FP	SIAE primary	TDP2 absorb
> CC1(C)Oc2ccc(C(=O)NN)cc2NC1=O
→ 3	-9	-2	-3	-4	-0.4	1	4	0	1
> O=C(c1ccccc1)c1nc[nH]c1C(=O)Nc1ccccn1
→ -1	2	1	-3	2	1.7	1	4	-4	1
> CCCCn1c(N)c(N(CC(C)C)C(=O)c2cccc(S(=O)(=O)N(C)c3ccc(C)cc3)c2)c(=O)[nH]c1=O
→ 6	-7	-1	0	5	-0.9	-1	-1	1	2
> Cc1occc1-c1nnc(SCC(=O)N(C)c2ccccc2)n1C
→ 3	1	1	0	1	-0.1	-1	5	3	-4
> COc1cc(SC)ccc1C(=O)N(CC(=O)Nc1ccccc1Br)Cc1ccco1
→ 1	-9	-4	3	-1	1.0	3	2	8	13
> COc1ccc(OC)c(NC(=O)Nc2cccc(Cn3cccn3)c2)c1
→ -5	-3	2	1	4	-0.9	2	1	4	1
> COc1cccc(-c2cnc(C(O)c3ccc(Cl)cc3)[nH]2)c1 (configuration not stated)
→ 5	·	0	-6	-3	0.7	3	-3	-7	0
> COc1ccc2c(-c3ccccc3)cc(SC(C)C(N)=O)nc2c1 (configuration not stated)
→ -2	-21	-2	0	-6	0.7	2	-5	4	2
> CCN(CC)S(=O)(=O)c1cccc(C(=O)NC(Cc2c[nH]c3ccccc23)c2nnc3n2CCC3)c1 (configuration not stated)
→ 0	0	-2	3	-2	5.3	3	9	10	0
> O=C(NC1CC1)c1nc2c(nnn2Cc2ccccc2Cl)c(=O)[nH]1
→ 2	3	-2	-1	-7	-0.3	0	0	5	-1
> CCC1(C)Cc2c(C#N)c(N)n(N)c(=S)c2CO1 (configuration not stated)
→ 4	-2	-4	2	2	-0.8	0	2	0	5
> Cn1c(SCC(=O)c2ccc3c(c2)Cc2ccccc2-3)nnc1-c1ccccc1
→ -3	-14	0	1	1	1.9	2	-7	-9	-12
> COc1ccc(CCNc2oc(-c3cccc4ccccc34)nc2P(=O)(OC)OC)cc1OC
→ 6	7	-1	-3	0	-0.7	-1	2	1	-4
> CCCn1c(SCC(=O)Nc2ccccc2Cl)nc(O)cc1=O
→ -7	-14	1	13	-4	0.0	-3	3	-6	0
> Cc1cc(C)n2nc(C(=O)Nc3ccc(N4CCOCC4)cc3)nc2n1
→ 5	-4	0	-1	6	-1.1	0	6	9	5
> Cc1ccc(Nc2nc(CSc3nnc(-c4ccccc4)n3C)cs2)cc1
→ -1	-7	-2	-1	4	-1.2	-2	5	-4	1
> O=C(NCCc1ccccc1)C1CCC(=O)N1CCc1ccccc1 (configuration not stated)
→ 5	-2	6	-5	5	-3.1	-2	0	7	19
> NC(=O)c1cc[n+](Cc2ccccc2Cl)cc1
→ -6	4	0	1	0	1.3	2	5	-4	-4
> CS(=O)(=O)N(CC(=O)N/N=C/c1ccccc1C(=O)O)c1cccc(Cl)c1Cl
→ -3	8	5	2	3	0.0	-5	6	-8	-9
> Cc1c(CNC(=O)c2cnn3c2NC(c2ccccc2)CC3C(F)(F)F)cnn1C (configuration not stated)
→ -4	0	1	0	4	-0.6	-1	-3	0	6
> CN(C)c1nc(N)ncc1-c1ccc(Oc2ccccc2)cc1
→ 0	3	-2	0	0	-0.5	6	-4	0	-2
> c1ccc(Oc2ncnc3ccccc23)cc1
→ -10	8	0	6	-5	-1.4	-6	12	-2	-4
> O=C(NNC(=O)c1csc(N2CCOCC2)n1)c1ccc(Cl)nc1
→ 3	-3	6	9	-2	2.2	-10	-2	4	-18
> CCOc1ccccc1N1CC(C(=O)N(Cc2nnc(-c3ccccc3Cl)o2)C2CC2)CC1=O (configuration not stated)
→ 3	-2	0	0	-6	-0.2	1	2	3	2
> O=C(O)c1cccc(Cn2cc(Br)cn2)c1
→ -1	-2	-1	0	2	-0.9	-1	11	-3	9
> O=C(O)C1CC1C(=O)Nc1cc(F)ccc1F (configuration not stated)
→ -3	4	1	-1	4	-0.8	0	-8	0	4
> CSc1nsc(SCC(=O)N2CCc3ccccc32)n1
→ -1	0	-2	-2	0	-1.6	-1	1	-2	3
> O=C(O)c1cc2n(n1)C(C(F)(F)F)CC(c1ccccc1)N2 (configuration not stated)
→ -5	6	-1	2	4	-0.4	5	4	4	7
> CCCCN1C[C@H](Cc2ccccc2)[C@@H](CC(=O)Nc2ccc(OC)cc2)C1=O
→ 4	6	-2	1	0	-0.6	1	3	-5	-1
> C[C@H]1COc2cccc(NCCO)c2S(=O)(=O)N1
→ 3	·	7	-1	2	-0.1	1	7	0	11
> Cc1cccc(/C=N/N2CCN(c3ccccc3)CC2)c1
→ -2	1	-2	0	2	0.1	4	-3	13	5
> Cc1ccccc1C(=O)Nc1nc(-c2cccnc2)cs1
→ 2	-4	2	-6	4	2.1	5	-4	0	5
> CCc1nn(CC(=O)N2CCN(C)CC2)c(=O)c2cccn12
→ 1	-2	0	1	-4	-0.7	1	-3	-5	10
> Cc1ccc(-n2ncc3c(=O)n(CC(=O)NC4CCCC4)cnc32)cc1C
→ 6	4	2	-1	2	-0.4	0	0	3	11
> COc1cccc(-c2cc(NC=O)c3ncc(-c4ccc(F)c(Cl)c4)n3c2)c1
→ -9	·	-2	3	-6	0.4	2	8	-10	-4
> S=C(NCC1CCCO1)Nc1ccccc1 (configuration not stated)
→ 4	2	-3	2	1	0.1	-1	-1	21*	-2
> COC(=O)c1ccc(/C=C2/SC(=S)N(CCC(=O)NCCCN3CCOCC3)C2=O)cc1
→ -3	-3	-7	8	-16	-3.0	-3	2	-3	-11
> O=C(Nc1ccc(F)cc1)C(CCc1ccccc1)N1CCN(CC(=O)N2CCCC2)CC1 (configuration not stated)
→ 9	·	-2	2	6	-1.7	-3	-4	6	0
> CCN(CC)C(=O)C1=C(C)N(Cc2ccc(OC)cc2)C(=O)C(CC(=O)NC2CCCC2)C1 (configuration not stated)
→ 6	6	15	-1	-1	0.8	3	2	1	0
> CCC1CCCCN1C(=S)NC(=O)c1ccc([N+](=O)[O-])cc1 (configuration not stated)
→ 2	4	-3	1	-2	-1.0	3	10	2	-4
> O=C(CSc1nccc(=O)[nH]1)c1ccco1
→ 0	4	-2	3	-3	2.4	1	-1	0	5
> CCOc1ccccc1/C=C/c1onc(C)c1S(=O)(=O)N1CCC(C(=O)N2CCCCCC2)CC1
→ 1	-37	-2	-1	-6	-0.5	-1	2	-15	6

Quoted from the listing.
TCR-CD3 inh, `CCOc1ccccc1/C=C/c1onc(C)c1S(=O)(=O)N1CCC(C(=O)N2CCCCCC2)CC1` : 1
TCR-CD3 inh, `CCCCN1C[C@H](Cc2ccccc2)[C@@H](CC(=O)Nc2ccc(OC)cc2)C1=O` : 4

Bioassay records (PubChem BioAssay)

Compounds were not picked by outcome. About 4.2% of those tested had a hit in this group.
